# Bioassay records as filed in PubChem BioAssay.
# PGC1a acetyl inh: inhibitors of PGC1a acetylation signal, primary screen, cell-based, U2OS, AlphaScreen, inhibitor mode; AlphaScreen anti-acetyl-lysine; with virally co-expressed GCN5 acetyltransferase; inhibition, % at 15.6 µM; 0.17% of 350,000 active; AID 651687, 2012;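 active = every replicate shows inhibition of at least 40%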;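 note: 0% = neutral control wells and 100% = positive control wells; some results beyond the cut were filed as inactive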
# RAD52 inh: RAD52 DNA annealing inhibitors, primary screen, biochemical, FRET, single point, set 2 | recombinant RAD52 DNA annealing, FRET fluorescence | 0.46% of 360,000 active | AID 651710, 2012 | DNA repair protein RAD52 homolog (Homo sapiens), P43351 | inhibition, % at 18.7 µM;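 active = every replicate showing at least 50% inhibition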
# RAD54 inh: inhibitors of human RAD54 branch migration, primary screen, biochemical, fluorescence, single point | DNA repair and recombination protein RAD54-like (Homo sapiens), Q92698 | RAD54 Holliday junction branch migration, FAM/BHQ fluorescence | inhibition, % at 10.4 µM | 0.14% of 360,000 active;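 active = mean normalized replicate activity at least 40 and at least half of replicates scoring 40 or more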;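 note: 0% = median of neutral control wells and 100% = median of positive control wells; inhibitors cause a drop in the FAM fluorescence signal; in these data hits start at about 50%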
# Target sequence (Q92698 whole entry, looked up): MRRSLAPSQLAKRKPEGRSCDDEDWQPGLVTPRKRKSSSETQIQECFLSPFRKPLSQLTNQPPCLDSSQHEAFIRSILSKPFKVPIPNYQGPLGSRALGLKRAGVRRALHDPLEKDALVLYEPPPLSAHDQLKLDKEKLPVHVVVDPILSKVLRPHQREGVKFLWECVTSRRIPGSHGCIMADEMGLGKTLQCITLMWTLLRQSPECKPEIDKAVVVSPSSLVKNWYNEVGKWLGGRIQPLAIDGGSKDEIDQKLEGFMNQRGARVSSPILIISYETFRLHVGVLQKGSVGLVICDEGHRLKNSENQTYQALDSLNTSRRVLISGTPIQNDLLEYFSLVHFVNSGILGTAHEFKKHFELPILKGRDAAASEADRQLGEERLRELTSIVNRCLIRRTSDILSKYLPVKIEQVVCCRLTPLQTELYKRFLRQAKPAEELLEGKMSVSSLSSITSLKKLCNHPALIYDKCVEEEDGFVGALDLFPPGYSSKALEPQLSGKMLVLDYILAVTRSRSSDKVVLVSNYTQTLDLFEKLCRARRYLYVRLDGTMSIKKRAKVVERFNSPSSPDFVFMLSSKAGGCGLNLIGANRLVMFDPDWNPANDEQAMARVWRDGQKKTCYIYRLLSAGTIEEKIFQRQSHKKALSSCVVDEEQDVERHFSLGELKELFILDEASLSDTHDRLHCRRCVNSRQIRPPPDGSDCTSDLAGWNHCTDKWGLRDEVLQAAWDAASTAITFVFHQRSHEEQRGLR
# E-selectin induc: E-selectin induction in HUVECs, primary screen, imaging, HUVEC, immunofluorescence imaging, single point | P16581 | activation, % at 7.58 µM | 0.37% of 260,000 active | normalized: neutral wells 0, TNF-alpha wells 100;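 active = mean E-selectin-positive cell signal at least 10% of the positive control, reached in at least 60% of replicates, without over 20% cell loss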;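 note: in these data hits start at about 27%; measured in HUVEC primary endothelial cells; signal is the percent of cells scored E-selectin positive by PE staining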
#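 Test system: HUVEC | Signal: Immunofluorescence imaging | Read-out: Percent E-selectin-positive cells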
# Cneo AK release: Cryptococcus neoformans cell lysis inducers, primary screen, AK release luminescence, single concentration | C. neoformans lysis, adenylate kinase release luminescence, 4 h; normalised: neutral wells 0, clomiphene wells 100 | lysis activity, % at 15 µM | 0.2% of 360,000 active | AID 651654, 2012;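 active = mean lysis activity across replicates of at least 80%, whatever share of replicates individually reach that level; inactive = mean lysis activity below 80%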
#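 read-out = cell lysis signal | test system = log-phase Cryptococcus neoformans yeast cells | input = cells at 5 × 10^6 per mL | medium = fresh YPD growth medium | signal = luminescent adenylate kinase detection reagent | timing = 4 h at 37 °C static, read 1 h later | dosing = single dose | controls = Clomiphene as positive lysis control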
# PglD inh: C. jejuni PglD acetyltransferase inhibitors, primary screen, biochemical, DTNB colorimetric, single point; AID 602405, 2012; purified PglD enzyme, DTNB colorimetric CoA detection; 0.098% of 360,000 active; inhibition, % at 12.5 µM; UDP-N-acetylbacillosamine N-acetyltransferase PglD (Campylobacter jejuni); in the data active = inhibition above about 16%, passing the limit was not always enough; note: strong numbers were not always called active
# miR122 inh: miR-122 Renilla sensor signal increase in Huh7, primary screen, miR-122 inhibitor project, cell-based, single point, plate reader; Huh7 miR-122 Renilla luciferase sensor, 48 h; neutral wells = 0, positive control = 100; activation (reporter increase), % at 12.5 µM; 0.3% of 340,000 active;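 active = mean replicate activation score at least 90 and every replicate individually at or above 90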;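 note: higher luciferase means less miR-122 activity so hits act as miR-122 inhibitors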
# ERAP1 HTS inh: human ERAP1 aminopeptidase inhibitors, primary screen, biochemical, single point, plate reader. Endoplasmic reticulum aminopeptidase 1 (Homo sapiens), Q9NZ08. recombinant ERAP1, Leu-AMC fluorescence, 60 min. inhibition, % at 10.7 µM. 0.15% of 340,000 active. AID 652197, 2013;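 active = mean replicate inhibition of at least 30%, or all replicates individually reaching that 30% level; inactive = mean below 30% and not every replicate reaching it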;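 note: 0% = neutral control wells and 100% = L-leucinethiol positive control wells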
# An asterisk follows results filed as active; nt = no result given; [ ] = another dose, or the depositor's remark.
# The line under a structure holds: PGC1a acetyl inh	RAD52 inh	RAD54 inh	E-selectin induc	Cneo AK release	PglD inh	miR122 inh	ERAP1 HTS inh
COc1ccc(NC(=O)Nc2ccc3c(c2)C(=O)N([C@H](C)CO)C[C@H](C)[C@@H](CN(C)S(=O)(=O)c2ccc(F)cc2)OCCCC[C@H](C)O3)cc1
    -4	-11	0	nt	-1	-4	-2[16.7 µM]	4
O=C(c1cn(CC2CCCCC2)nn1)N1CCN(c2ccc(F)cc2)CC1
    nt	-15	16	2.2	-1	5	nt	1
C[C@H](CO)N1C[C@H](C)[C@H](CN(C)C(=O)Nc2ccc(C(F)(F)F)cc2)Oc2c(NC(=O)Nc3cccc4ccccc34)cccc2C1=O
    -4	-11	-3	0.0	-4	-2	-3[16.7 µM]	-1
O=C1CC(N2CCSCC2)C(=O)N1c1ccc(Br)cc1 (stereo not given)
    nt	-7	-7	5.0	-1	3	-1	1
C[C@H]1COC[C@@H](C/C=C/c2ccccc2)N1c1ccccc1
    -1	-10	-7	0.5	-4	5	0	1
CCS(=O)(=O)Nc1ccc2c(c1)C(=O)N(C)[C@H]1CC[C@H](CC(=O)N[C@@H]3CCN(Cc4ccccc4)C3)O[C@@H]1CO2
    nt	5	1	0.3	7	-3	nt	-4
C[C@@H]1CN([C@@H](C)CO)C(=O)CCCn2cc(nn2)CO[C@@H]1CN(C)Cc1ccc2c(c1)OCCO2
    4	-2	-9	0.2	4	7	4[16.7 µM]	1
Cc1cc(CNC(=O)C2CCC(=O)N(CCc3cccc(F)c3)C2)nn1C (stereo not given)
    -5	-5	-7	0.7	-5	-5	4	-4
N#Cc1nc(-c2ccco2)oc1NCc1ccco1
    -10	nt	3	nt	-2	6	-9	nt
Cc1ccc(S(=O)(=O)N2CCN(S(=O)(=O)N(C)C)CC2)cc1
    -5	nt	3	nt	0	5	-5	nt
CCN1[C@H](C(=O)NC2CCC2)[C@@H](CO)[C@@H]2Cn3c(ccc(-c4ccc(OC)cc4)c3=O)[C@@H]21
    -3	-18	-8	-0.3	-2	0	2[16.7 µM]	0
Cc1cc(N2CCCCCC2)nc2ccc(F)cc12
    -28	nt	2	nt	-3	-2	4	nt
COc1ccc(C)cc1-n1[nH]nnc1=S
    2	-22	nt	-1.4	nt	nt	-2	-2
CC(=O)c1ccc(S(=O)(=O)N2CCCC(N(C)CCc3ccccn3)C2)cc1 (stereo not given)
    nt	-34	-2	nt	-1	-2	4	-3
CCC1(C)Cc2c(sc3nnn(CC(=O)Nc4ccccc4C)c(=O)c23)CO1 (stereo not given)
    0	nt	11	nt	0	-5	-1	nt
CC(C)NC(=O)Nc1ccc2c(c1)C(=O)N([C@H](C)CO)C[C@@H](C)[C@@H](CN(C)S(=O)(=O)c1cccs1)OCCCC[C@H](C)O2
    1	-57	-4	nt	-2	0	22[16.7 µM]	-4
Cn1ccsc1=NC(=O)c1ccc(CS(C)(=O)=O)cc1
    nt	-15	16	nt	0	0	2	9
Oc1ccccc1CNc1nc2ccccc2n1CCN1CCCCC1
    -5	-13	2	-0.1	-1	1	1	nt
O=C(NCCNC(=O)c1ccco1)c1ccco1
    -7	-8	7	nt	1	13	-4	3
COc1ccc(C)cc1S(=O)(=O)NCC(c1ccco1)N1CCc2ccccc2C1 (stereo not given)
    nt	-12	9	nt	-1	1	nt	-7
FC(F)(F)c1cccc(NC(=S)Nc2cccc(NC(=S)Nc3cccc(C(F)(F)F)c3)n2)c1
    -2	-13	6	18	-8	-3	5	0
CCNC(=O)C[C@H]1CC[C@@H](NS(=O)(=O)c2ccc(C)cc2)[C@@H](CO)O1
    -5	0	3	0.2	52	-1	nt	-1
C[C@H]1CN([C@@H](C)CO)C(=O)Cc2cc(NS(=O)(=O)c3ccccc3)ccc2O[C@@H]1CN(C)C(=O)Nc1ccc(C(F)(F)F)cc1
    -1	3	3	-0.1	-8	1	50[16.7 µM]	-3
O=C(CSCc1nc2ccccc2[nH]1)N1CCN(c2cccc(Cl)c2)CC1
    -3	nt	-1	nt	2	1	-17	nt
CCCN(CC(=O)Nc1ccccc1OC)C(=O)CN1C(=O)NC2(CCCCC2)C1=O
    -9	-11	-9	nt	2	-1	-11	-2
COc1ccc(Cl)cc1N1C(=NC(=O)C2CCCCC2)SC2CS(=O)(=O)CC21 (stereo not given)
    0	-6	-11	0.8	-1	-2	1	1
CC(C)Oc1ccc(N2CC(C(=O)Nc3ccc4c(c3)OCO4)CC2=O)cc1 (stereo not given)
    -7	-4	-2	0.1	-2	1	4	-7
Cc1c(OCC(=O)NC(Cc2ccc(Cl)cc2)C(=O)O)ccc2c(-c3ccccc3)cc(=O)oc12 (stereo not given)
    1	9	0	nt	-1	0	-4	nt
O=C(N/N=C/c1ccncc1)c1ccncc1
    5	-54	-3	0.6	-1	1	-4	-5
O=C(Nc1ccc(Cl)cc1)C1C2C=CC3(O2)C1C(=O)N(CCCN1CCCCC1)C3C(=O)NC1CCCCC1 (stereo not given)
    -3	-7	7	0.0	6	-9	7	0

# Among those listed so far, these have two or more sulfur atoms:
# The line under a structure holds: PGC1a acetyl inh	RAD52 inh	RAD54 inh	E-selectin induc	Cneo AK release	PglD inh	miR122 inh	ERAP1 HTS inh
Cc1ccc(S(=O)(=O)N2CCN(S(=O)(=O)N(C)C)CC2)cc1
    -5	nt	3	nt	0	5	-5	nt
CC(C)NC(=O)Nc1ccc2c(c1)C(=O)N([C@H](C)CO)C[C@@H](C)[C@@H](CN(C)S(=O)(=O)c1cccs1)OCCCC[C@H](C)O2
    1	-57	-4	nt	-2	0	22[16.7 µM]	-4
Cn1ccsc1=NC(=O)c1ccc(CS(C)(=O)=O)cc1
    nt	-15	16	nt	0	0	2	9
FC(F)(F)c1cccc(NC(=S)Nc2cccc(NC(=S)Nc3cccc(C(F)(F)F)c3)n2)c1
    -2	-13	6	18	-8	-3	5	0
COc1ccc(Cl)cc1N1C(=NC(=O)C2CCCCC2)SC2CS(=O)(=O)CC21 (stereo not given)
    0	-6	-11	0.8	-1	-2	1	1

# Whole records as entered above.
# C[C@@H]1CN([C@@H](C)CO)C(=O)CCCn2cc(nn2)CO[C@@H]1CN(C)Cc1ccc2c(c1)OCCO2 is entered as PGC1a acetyl inh: 4; RAD52 inh: -2; RAD54 inh: -9; E-selectin induc: 0.2; Cneo AK release: 4; PglD inh: 7; miR122 inh: 4[16.7 µM]; ERAP1 HTS inh: 1
# N#Cc1nc(-c2ccco2)oc1NCc1ccco1 is entered as PGC1a acetyl inh: -10; RAD52 inh: nt; RAD54 inh: 3; E-selectin induc: nt; Cneo AK release: -2; PglD inh: 6; miR122 inh: -9; ERAP1 HTS inh: nt

# The listing continues:
# The line under a structure holds: PGC1a acetyl inh	RAD52 inh	RAD54 inh	E-selectin induc	Cneo AK release	PglD inh	miR122 inh	ERAP1 HTS inh
CCCNC(=O)C[C@@H]1C[C@H]2c3cc(NC(=O)Nc4ccccc4)ccc3O[C@H]2[C@H](CO)O1
    -9	nt	8	0.3	-3	3	-1[16.7 µM]	nt
O=C(C[C@H]1CC[C@@H]2[C@H](COC[C@@H](O)CN2S(=O)(=O)c2cccc(Cl)c2)O1)NC1CCC1
    0	26	-27	0.1	0	8	3[16.7 µM]	-1
COCC(=O)N1C[C@H](C)[C@@H](OC)CN(C)C(=O)c2ccc(NC(=O)c3ccc(OC)cc3)cc2OC[C@@H]1C
    -1	-5	nt	0.0	nt	nt	nt	-11
Cc1cc(C)nc(NS(=O)(=O)c2ccc(NC(=O)c3cc(=O)c4ccccc4o3)cc2)n1
    13	-7	0	nt	1	0	45	0
CCC(SCC(=O)OC)C(=O)Nc1nnc(C(C)C)s1 (stereo not given)
    5	-1	-5	0.0	0	0	-2	-2
Cc1cc(NC(=O)CS(=O)(=O)c2cn(Cc3cccc(F)c3)c3ccccc23)no1
    1	nt	0	nt	-1	1	7	nt
COc1ccc(CNC(=O)C[C@H]2C=C[C@H](NC(=O)CN(C)C)[C@H](CO)O2)cc1
    5	-3	3	-0.2	-5	-2	nt	1
CCC[C@H]1CN(c2ccccc2)C(=O)[C@@H]1CC(=O)NC
    nt	-5	-4	nt	-2	2	-5	-2
N#C/C(=N\Nc1ccc(Cl)cc1)C(=O)c1ccccc1
    -5	nt	3	nt	4	-2	12	nt
C[C@@H]1CN([C@@H](C)CO)C(=O)c2cc(/C=C/c3ccccc3)cnc2O[C@@H]1CN(C)C(=O)c1ccc(F)cc1
    12	-6	-45	-0.5	-4	0	-11[16.7 µM]	0
COC(=O)c1cc(S(=O)(=O)N2CCN(c3cccc(C)c3C)CC2)c[nH]1
    -6	-11	-6	1.2	2	-3	6	5
CCC(=O)Nc1cc(C)c(NC(=O)CCc2ccccc2)cn1
    2	nt	-5	nt	1	-2	-9	nt
Cc1ccc(NC(=S)NNc2ncc(C(F)(F)F)cc2Cl)c(C)c1
    -6	nt	7	nt	3	0	18	nt
COc1ccc(NS(=O)(=O)c2cc(NC(=O)CC(C)(C)C)ccc2N2CCCC2)cc1
    0	-6	-1	nt	0	9	51	5
Nc1cc(=O)[nH]c(SCC(=O)Nc2cccc(Cl)c2)n1
    -3	nt	2	nt	0	-1	-5	nt
O=C(CCN1C(=O)/C(=C/c2ccccc2)SC1=S)NCCCN1CCOCC1
    56*	-3	10	-0.1	2	-3	0	2
CC(=O)c1ccc(NC(=O)CSc2cn[nH]n2)cc1
    -2	-1	3	0.0	7	2	-2	-2
CCCNC(=O)N1[C@H](CO)[C@H](c2ccccc2)[C@@H]1CNC(=O)C1CCC1
    -7	-8	nt	4.1	nt	nt	nt	3
Cc1cc(C(=O)Nc2cccc(O)c2)co1
    2	nt	-1	nt	-9	-3	-36	nt
CCOC(=O)C1CCCN(C(=O)C2CCN(c3nnc(-n4cccc4)s3)CC2)C1 (stereo not given)
    -2	-30	5	0.3	-1	-4	-8	0
CCOC(=O)c1c(C)[nH]c(C(=O)CN2C(=O)NC(C)(c3ccc4ccccc4c3)C2=O)c1C (stereo not given)
    5	nt	14	nt	1	-2	0	nt
COCCCNC(=O)C1c2ccccc2Oc2ccccc21
    17	-9	2	-0.1	0	1	5	3
Cc1ccc(S(=O)(=O)N(C)C[C@@H]2OCCCC[C@H](C)Oc3ccc(NC(=O)Nc4c(C)noc4C)cc3C(=O)N([C@H](C)CO)C[C@H]2C)cc1
    -4	-19	-1	nt	0	-1	-1[16.7 µM]	1
Cc1nc2sc3c(c2c(=O)o1)CCC3
    9	nt	-5	nt	-1	-7	1	nt
COc1cccc(CNC(=O)CCC2CCCN(C(=O)c3cc4ccccc4o3)C2)c1 (stereo not given)
    nt	-3	0	2.5	3	-3	-1	2

# Exported tab-delimited: part of the list above.
molecule	PGC1a acetyl inh	RAD52 inh	RAD54 inh	E-selectin induc	Cneo AK release	PglD inh	miR122 inh	ERAP1 HTS inh
Cc1cc(C(=O)Nc2cccc(O)c2)co1	2	nt	-1	nt	-9	-3	-36	nt
CCOC(=O)C1CCCN(C(=O)C2CCN(c3nnc(-n4cccc4)s3)CC2)C1 (stereo not given)	-2	-30	5	0.3	-1	-4	-8	0
